Screening results (PubChem BioAssay)
FBA Mtb inh: inhibits M. tuberculosis FBA enzyme | purified M. tuberculosis FBA, fluorescence read-out | inhibition, % at 1 µM | 360,000 tested, 2.3% active; in the data active = inhibition above about 27%;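 also: 0% = vehicle and 100% = reference inhibitor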
Target sequence (P9WQA3 whole entry, looked up): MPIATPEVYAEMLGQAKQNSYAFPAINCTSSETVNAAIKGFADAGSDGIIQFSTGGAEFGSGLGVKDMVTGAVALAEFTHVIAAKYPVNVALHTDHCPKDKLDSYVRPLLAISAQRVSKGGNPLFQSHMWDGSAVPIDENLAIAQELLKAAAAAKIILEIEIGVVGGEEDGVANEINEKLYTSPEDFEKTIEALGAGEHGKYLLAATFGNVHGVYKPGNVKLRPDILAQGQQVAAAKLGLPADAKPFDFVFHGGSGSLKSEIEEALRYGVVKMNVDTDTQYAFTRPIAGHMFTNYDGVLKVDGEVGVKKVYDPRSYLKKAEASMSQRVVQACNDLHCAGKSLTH
Mtb BioA inh: blocks M. tuberculosis BioA enzyme activity; inhibition, % at 9.99 µM; 360,000 tested, 0.096% active; purified M. tuberculosis BioA enzyme, plate reader; AID 602481; in the data active = inhibition above about 40%
* marks the source's active call; other numbers are inactive results; & = joins results of further samples.

Every second line gives: FBA Mtb inh | Mtb BioA inh
- CC(=O)C1=CCC(c2ccccc2)N(S(=O)(=O)c2cccc(C)c2)C1 (configuration not stated)
→ 1.3 | -2.6
- COC(=O)C1CCN(C2CN(Cc3ccccc3)S(=O)(=O)C2)CC1 (configuration not stated)
→ -0.2 | 1.6
- CCCc1nc2c(C)cc(Br)cn2c1Cc1cccc(F)c1
→ 0.9 | 3.6
- CC[C@@H]1CC2=C(C(=O)OC(C)(C)O2)[C@H](c2ccc(F)cc2)O1
→ 0.1 | 0.1
- COc1ccc(CN(C)C(=O)[C@H]2O[C@@H](n3ccc(N)nc3=O)[C@H](O)[C@@H]2O)cc1OC
→ -0.2 | 1.7
- O=C(CC[C@H]1O[C@@H](n2cnc3c(NC(=O)c4ccccc4)ncnc32)[C@H](O)[C@@H]1O)NCc1ccc2c(c1)OCO2
→ 2.3 | 2.8
- Cc1cccc(CN2CCN([C@@H]3CS(=O)(=O)N[C@H]3COCc3ccccc3)CC2)c1
→ 1.6 | 0.8
- CCC1Cc2[nH]c(=S)[nH]c(=O)c2C(c2ccc(F)cc2)O1 (configuration not stated)
→ -5.9 | -1.1
- CN1OC[C@@H]2CN(S(=O)(=O)c3ccccc3)[C@H](c3ccccc3Br)C[C@@H]21
→ 3.1 | -3.2
- CN(CCc1ccccc1)C(C(=O)Nc1ccc2c(c1)OCCO2)C1CC1 (configuration not stated)
→ 1.5 | -1.1
- Cc1cn([C@H]2C[C@H](O)[C@@H](/C=C/C(=O)NCc3ccc(N(C)C)cc3)O2)c(=O)[nH]c1=O
→ -0.2 | -0.3
- Cc1cccc(CN2CCN([C@H]3CS(=O)(=O)N[C@@H]3COCc3ccccc3)CC2)c1
→ -1.6 | 2.1
- CCOC(=O)CN1C(=O)N2C[C@H]3CON(C)[C@H]3C[C@H]2c2ccccc21
→ 4.7 | -3.0
- C[C@@H]1CN([C@H](C)CO)C(=O)CCCn2cc(nn2)CO[C@H]1CN(C)S(=O)(=O)c1ccccc1F
→ 0.6 | -1.5&0.0&-3.7
- CC(C)C[C@@H](CN1CCC[C@@H]1CN1C(=S)NC[C@@H]1Cc1ccccc1)N1C[C@H](Cc2ccc(O)cc2)N(CC2CCCCC2)C1=S
→ -3.0 | 8.8
- O=S1(=O)CC(N2CCN(c3ccccn3)CC2)CN1Cc1ccc(F)cc1 (configuration not stated)
→ -1.1 | 3.5
- Cc1ccc(Cc2c(-c3ccc(C)cc3)nc3c(Cl)cc(C(F)(F)F)cn23)cc1
→ 1.1 | -3.5
- Cc1ccc(CN2Cc3ccc(Br)cc3-n3nncc3C2)cc1
→ -2.6 | 5.6
- CCOC1=C2[C@H]([C@H]3C(=O)N(c4ccccc4)C(=O)[C@H]3C1)[C@@H](c1ccccc1)N(S(=O)(=O)c1ccc(C)cc1)[C@H]2c1ccccc1
→ -0.3 | 3.7
- Cn1ccc2c(-c3cccc4ccccc34)cc3c(c21)C1CCC3C1 (configuration not stated)
→ 4.1 | -1.6
- O=C(CC[C@H]1O[C@@H](n2cnc3c(NC(=O)c4ccccc4)ncnc32)[C@H](O)[C@@H]1O)NCCc1cc2ccccc2[nH]1
→ 1.4 | 10.6
- Cn1ccc2c(-c3ccc(C(N)=O)cc3)cc3c(c21)C1CCC3C1 (configuration not stated)
→ 53.2* | 2.0
- O=C(N1CCOCC1)N1[C@H](COCc2ccccc2)C=CS1(=O)=O
→ 0.8 | 1.1
- CC(C)(C)n1nnnc1C(CCc1ccccc1)N1CCC(n2c(=O)[nH]c3ccccc32)CC1 (configuration not stated)
→ 0.3 | -1.1
- CCCCNC(=O)C(NC(=O)c1cccc2ccccc12)C(=O)c1ccccc1 (configuration not stated)
→ 0.1 | -0.6
- CCOc1ccc(CCN2C(=O)C(=O)N([C@@H](CC(C)C)CN3CCC[C@@H]3CN3C(=O)C(=O)NC[C@@H]3CC(C)C)C[C@@H]2Cc2ccccc2)cc1
→ 2.8 | -3.1
- Cc1cc2nc(-c3ccco3)c(CC(C)(C)C)n2c(C)c1Br
→ -0.8 | -0.7
- CCOC(=O)C1=CCN(S(=O)(=O)c2ccccc2F)C1c1cccc(C)c1 (configuration not stated)
→ 0.7 | -0.2
- O=C(NCCc1ccccc1)c1[nH]c(C(F)(F)F)nc1-c1ccccc1
→ 0.3 | 2.2
- Fc1cccc(Cc2c(-c3cccc(Br)c3)nc3c(Cl)cc(C(F)(F)F)cn23)c1
→ 3.8 | -2.2
- COc1ccc(-c2nc3c4ccccc4ccn3c2CC2CCCCC2)cc1OC
→ 7.5 | -4.7
- Cc1ccc2cc(F)c(F)c(F)c2n1
→ -4.0 | 9.2
- COc1cccc(S(=O)(=O)N(C)C[C@H]2OCc3cn(nn3)CCCC(=O)N([C@@H](C)CO)C[C@@H]2C)c1
→ 2.3 | 1.2&0.9
- Cc1cccc(CN2[C@H](CO)C=CS2(=O)=O)c1
→ -0.7 | -0.4
- COc1ccc(C(c2nnnn2-c2ccc(OC)cc2)N2CCC(n3c(=O)[nH]c4ccccc43)CC2)cc1 (configuration not stated)
→ 0.3 | -5.1
- C[C@@H]1CN([C@H](C)CO)C(=O)CCCn2cc(nn2)CO[C@H]1CN(C)S(=O)(=O)c1cccs1
→ 0.1 | -0.8&-3.7
- CC(=O)N1CCN(Cc2cc(=O)oc3ccc4ccccc4c23)CC1
→ 4.2 | 1.9
- CCOC(=O)C1=CC[C@@H](c2ccccc2)N(S(=O)(=O)c2ccc(C)cc2)[C@H]1C
→ 2.3 | -0.3
- COc1ccc(-n2nnnc2C(c2ccccc2OC(F)(F)F)N2CCC3(CC2)C(=O)NCN3c2ccccc2)cc1 (configuration not stated)
→ 1.5 | -0.6
- Nc1ccn([C@@H]2O[C@H](C(=O)NCC(F)(F)F)[C@@H](O)[C@H]2O)c(=O)n1
→ -2.6 | -2.2
- COC(=O)c1ccc2nc(-c3ccc(F)cc3)c(Cc3ccc(OC)cc3C)n2c1
→ 5.2 | -2.0
- CC[C@@H]1CC2=C(C(=O)OC(C)(C)O2)[C@H](c2ccc(Cl)cc2)O1
→ 1.3 | 1.1
- C(=C\c1ccccc1)/CN1CCN(C(c2cccc3ccccc23)c2nnnn2Cc2ccccc2)CC1 (configuration not stated)
→ 0.3 | -2.7
- O=C(NC1CCCCCC1)c1[nH]c(C(F)(F)F)nc1-c1ccccc1
→ 0.4 | 1.1
- O=c1cc(CN2CCCC2)c2c(ccc3ccccc32)o1
→ 12.8 | -0.2
- CC(C)C[C@@H](CN1CCC[C@@H]1CN1C(=S)NC[C@@H]1Cc1ccc(O)cc1)N1C[C@H](Cc2ccccc2)N(CCc2ccccc2)C1=S
→ 2.5 | -4.1
- CN(C)CCNC(=O)c1[nH]c(C(F)(F)F)nc1-c1ccccc1
→ 0.5 | -0.5
- O=C(Nc1ncnc2c1ncn2[C@@H]1O[C@H](/C=C/C(=O)N2CCN(c3ccc(F)cc3)CC2)[C@@H](O)[C@H]1O)c1ccccc1
→ 5.0 | -4.8
- Cn1ccc2c(N3CCCCCC3)cc3c(c21)C1CCC3C1 (configuration not stated)
→ -2.8 | -0.3
- O=c1n(Cc2ccccc2)c(O)c2n1Cc1ccccc1N=C2c1ccc(C(F)(F)F)cc1
→ -0.3 | -1.4

Further entries follow:
Every second line gives: FBA Mtb inh | Mtb BioA inh
- C/C=C1\NC(=O)[C@H](C)NC(=O)[C@@H](NC(=O)[C@H](Cc2ccc(O)cc2)NC(=O)[C@@H](NC(=O)/C(C)=C/C)C(C)C)[C@@H](C)OC(=O)[C@H](CC(C)C)NC(=O)[C@@H](CCC(=O)O)NC1=O
→ 2.7 | 4.6
- O=S1(=O)C[C@H](N2CCOCC2)[C@@H](COCc2ccccc2)N1
→ 0.1 | -0.4
- CCOC(=O)C1=CCN(S(=O)(=O)c2ccccc2Br)C1c1cccc(C)c1 (configuration not stated)
→ 0.8 | -9.1
- O=C(CC[C@H]1O[C@@H](n2ccc(=O)[nH]c2=O)[C@H](O)[C@@H]1O)N[C@H](Cc1ccccc1)C(=O)NCc1ccco1
→ 1.7 | -1.4
- CCOC(=O)C1=C[C@@H](c2ccccc2)N(S(=O)(=O)c2ccc(C)cc2)[C@H]1c1ccc(F)cc1
→ -1.0 | -1.2
- O=C(/C=C/[C@H]1O[C@@H](n2cnc3c(NC(=O)c4ccccc4)ncnc32)[C@H](O)[C@@H]1O)NCCCc1ccccc1
→ 2.5 | -2.1
- CCOC(=O)C1=CCN(S(=O)(=O)c2ccccc2Cl)C1c1cccc(F)c1 (configuration not stated)
→ 1.5 | 0.2
- COc1ccc2c(CN(Cc3ccccc3)Cc3ccccc3)cc(=O)oc2c1
→ 6.9 | -1.2
- O=C(c1ccco1)N1CCN(C(=O)c2[nH]c(C(F)(F)F)nc2-c2ccccc2)CC1
→ -2.2 | -0.2
- Brc1cccc(-c2nc3c4ccccc4ccn3c2Cc2ccsc2)c1
→ 3.4 | -1.6
- CSCCC(c1nnnn1C1CCCC1)N1CCC(n2c(=O)[nH]c3ccccc32)CC1 (configuration not stated)
→ 1.1 | -2.6
- Cc1ccc(S(=O)(=O)N2C[C@H]3[C@H]4C(=O)N(C5CCCCC5)C(=O)[C@H]4CC(=O)[C@H]3[C@@H]2c2ccccc2Cl)cc1
→ 1.1 | -1.2
- COCCN(CCOC)Cc1cc(=O)oc2cc(C)c(Cl)cc12
→ 4.8 | -2.5
- O=C(NC1CCCCC1)c1nc(C2CCNCC2)oc1-c1ccccc1
→ -0.7 | -1.2
- O=C(c1ccco1)N(Cc1cccnc1)C(c1ccccc1)c1nc2ccccc2[nH]1 (configuration not stated)
→ 3.7 | 0.4
- Cc1ccc([C@@H]2CC(=O)[C@@H]3CN(S(=O)(=O)c4ccc(C)cc4)[C@H](c4ccccc4F)C[C@@H]3N2S(=O)(=O)c2ccc(Cl)cc2)cc1
→ 0.2 | 0.2
- CC(C)(C)Cc1c(-c2cccc(Br)c2)nc2ccc(Cl)cn12
→ 2.0 | -0.7
- O=C(Nc1ccc2c(c1)OCCO2)C(CCc1ccccc1)N1CCN(C/C=C/c2ccccc2)CC1 (configuration not stated)
→ 2.4 | -6.5
- CCCc1nc2c(C)cc(Br)cn2c1Cc1ccsc1
→ 3.4 | 0.8
- Cc1cccc(C)c1-n1nnnc1C(c1cccc2ccccc12)N1CCN(C/C=C/c2ccccc2)CC1 (configuration not stated)
→ 1.9 | -2.4

Rewritten comma-delimited: entries from further up.
structure,FBA Mtb inh,Mtb BioA inh
O=C(c1ccco1)N(Cc1cccnc1)C(c1ccccc1)c1nc2ccccc2[nH]1 (configuration not stated),3.7,0.4
Cc1ccc([C@@H]2CC(=O)[C@@H]3CN(S(=O)(=O)c4ccc(C)cc4)[C@H](c4ccccc4F)C[C@@H]3N2S(=O)(=O)c2ccc(Cl)cc2)cc1,0.2,0.2

Gathered by group, the compounds so far with a furan ring, fused or not.
Every second line gives: FBA Mtb inh | Mtb BioA inh
- Cc1cc2nc(-c3ccco3)c(CC(C)(C)C)n2c(C)c1Br
→ -0.8 | -0.7
- O=C(CC[C@H]1O[C@@H](n2ccc(=O)[nH]c2=O)[C@H](O)[C@@H]1O)N[C@H](Cc1ccccc1)C(=O)NCc1ccco1
→ 1.7 | -1.4
- O=C(c1ccco1)N1CCN(C(=O)c2[nH]c(C(F)(F)F)nc2-c2ccccc2)CC1
→ -2.2 | -0.2
- O=C(c1ccco1)N(Cc1cccnc1)C(c1ccccc1)c1nc2ccccc2[nH]1 (configuration not stated)
→ 3.7 | 0.4

(cont.)
Every second line gives: FBA Mtb inh | Mtb BioA inh
- Cc1cccc(C)c1NC(=O)CN1CCN(C/C=C/c2ccccc2)CC1
→ 1.6 | 1.0
- O=C(NCc1ccccn1)c1[nH]c(C(F)(F)F)nc1-c1ccccc1
→ -1.6 | -1.7
- Cc1cc(Br)cn2c(Cc3ccccc3)c(-c3ccco3)nc12
→ 1.8 | -1.1
- COCCN(CCOC)Cc1cc(=O)oc2ccccc12
→ 2.6 | 3.0
- Cn1nc(C(C)(C)C)cc1N1C(=O)CCC1(C)C(=O)NC1CCCC1 (configuration not stated)
→ 1.1 | -2.2
- Cn1ccc2c(-c3ccc(F)nc3)cc3c(c21)C1CCC3O1 (configuration not stated)
→ 0.5 | 9.3
- CC1(c2nc3ccccc3[nH]2)CCC(=O)N1Cc1ccc(F)cc1 (configuration not stated)
→ 0.9 | 0.2
- CCN1C(=O)[C@@H]2[C@@H]3CN(S(=O)(=O)c4ccc(C)cc4)[C@@H](c4ccccc4Cl)[C@@H]3C(=O)C[C@@H]2C1=O
→ 3.0 | -2.1
- COC(=O)[C@@H](Cc1ccccc1)NC(=O)[C@H]1O[C@@H](n2cnc3c(N)ncnc32)[C@H](O)[C@@H]1O
→ -1.6 | 1.0
- Cc1cccc(C)c1NC(=O)C1(C)CCC(=O)N1c1cc(C(C)(C)C)nn1C (configuration not stated)
→ -1.9 | -0.8

Compound profiles, as listed above. Order of values: FBA Mtb inh, Mtb BioA inh
`Cn1nc(C(C)(C)C)cc1N1C(=O)CCC1(C)C(=O)NC1CCCC1` (configuration not stated) in the list: 1.1, -2.2
`COCCN(CCOC)Cc1cc(=O)oc2ccccc12` in the list: 2.6, 3.0
`CCN1C(=O)[C@@H]2[C@@H]3CN(S(=O)(=O)c4ccc(C)cc4)[C@@H](c4ccccc4Cl)[C@@H]3C(=O)C[C@@H]2C1=O` in the list: 3.0, -2.1
`O=C(NCc1ccccn1)c1[nH]c(C(F)(F)F)nc1-c1ccccc1` in the list: -1.6, -1.7

(next part)
Every second line gives: FBA Mtb inh | Mtb BioA inh
- O=C1NCN(c2ccccc2)C12CCN(C(c1cc3ccccc3o1)c1nnnn1C1CCCCC1)CC2 (configuration not stated)
→ 3.8 | -1.0
- Nc1ncnc2c1ncn2[C@@H]1O[C@H](C(=O)N(CCC2=CCCCC2)CC2CC2)[C@@H](O)[C@H]1O
→ 0.7 | 0.0
- CC1=C(C(=O)N(C(C)C)C(C)C)CC(CC(=O)NCc2cccc3ccccc23)C(=O)N1Cc1ccc(F)cc1 (configuration not stated)
→ 0.2 | 8.9
- Cc1ccc(S(=O)(=O)N2C[C@H]3C(=O)C[C@@H](c4ccc(Cl)cc4)N(S(=O)(=O)c4ccc(C)cc4)[C@H]3C[C@H]2c2cccc3ccccc23)cc1
→ 3.1 | 2.1
- CN(Cc1ccccc1)c1cc2c(c3c1ccn3C)C1CCC2O1 (configuration not stated)
→ 0.2 | 1.7

An excerpt; the hit share may differ from the screen's.
